Assay outcomes from PubChem.
PostGolgi ctrl = growth of the yeast control strain, post-Golgi counter-screen; AID 738; inhibition, % at 10 µM; efflux-deficient yeast background strain, growth absorbance A615, 16 h; 98,000 tested, 5% active
S1P2 agonist = activates the human S1P2 receptor; O95136; S1P2-expressing cell line, agonist reporter read-out; activation, % at 4.5 µM; 97,000 tested, 0.46% active; in the data active means activation above about 16%;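 further: 0% = vehicle low control and 100% = maximal reference agonist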
Target sequence (O95136 whole entry, looked up): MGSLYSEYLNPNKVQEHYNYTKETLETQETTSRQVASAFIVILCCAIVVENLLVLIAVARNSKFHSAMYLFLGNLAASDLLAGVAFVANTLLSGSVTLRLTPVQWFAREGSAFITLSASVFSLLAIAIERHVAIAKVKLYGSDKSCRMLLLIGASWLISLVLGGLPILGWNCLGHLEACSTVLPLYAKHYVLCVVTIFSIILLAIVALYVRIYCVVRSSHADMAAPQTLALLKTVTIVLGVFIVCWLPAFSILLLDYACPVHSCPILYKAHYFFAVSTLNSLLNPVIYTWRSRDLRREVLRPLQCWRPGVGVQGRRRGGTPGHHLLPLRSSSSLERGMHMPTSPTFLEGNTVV
CYP2C19 activ = increases human CYP2C19 enzyme activity | recombinant CYP2C19, luciferin-H EGE luminescence; hits give high values; 0 = fully inhibited enzyme, 1 = untreated enzyme | activation factor at 5 µM | 96,000 tested, under 10 active | AID 1025;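 active means activation factor of at least 2 at 5 µM in the primary screen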;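 further: 0 = wells with 2.5 mM tranylcypromine and 1 = vehicle-only wells; values of inactives mirror those of a sister screen read the other way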
CYP2C19 inh = blocks human cytochrome P450 2C19; inhibition, % at 5 µM; P33261; CYP2C19 Supersomes, luciferin-H EGE luminescence, 30 min; 96,000 tested, 21% active;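 active means CYP2C19 inhibition above a set limit at 5 µM in the primary screen, cut at about 50% in these data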;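 further: plate controls were negative control wells for no effect and 2.5 mM tranylcypromine positive control for full effect; values of inactives mirror those of a sister screen read the other way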
hDAT+cocaine = modulates human dopamine transporter uptake under cocaine; Q01959; 110,000 tested, 1.3% active; AID 449768; B-score at 10 µM; LLC-PK1 hDAT cells, [14C]-dopamine uptake with cocaine IC80; actives deviate in either direction;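 active means Z score or B-score, a plate-position-corrected score, falls beyond the plate's 99.7% confidence bounds, in either direction; inactive means both scores lie inside the 99.7% bounds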;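 further: scored against the spread of the other compound wells on the same plate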
Target sequence (Q01959 whole entry, looked up): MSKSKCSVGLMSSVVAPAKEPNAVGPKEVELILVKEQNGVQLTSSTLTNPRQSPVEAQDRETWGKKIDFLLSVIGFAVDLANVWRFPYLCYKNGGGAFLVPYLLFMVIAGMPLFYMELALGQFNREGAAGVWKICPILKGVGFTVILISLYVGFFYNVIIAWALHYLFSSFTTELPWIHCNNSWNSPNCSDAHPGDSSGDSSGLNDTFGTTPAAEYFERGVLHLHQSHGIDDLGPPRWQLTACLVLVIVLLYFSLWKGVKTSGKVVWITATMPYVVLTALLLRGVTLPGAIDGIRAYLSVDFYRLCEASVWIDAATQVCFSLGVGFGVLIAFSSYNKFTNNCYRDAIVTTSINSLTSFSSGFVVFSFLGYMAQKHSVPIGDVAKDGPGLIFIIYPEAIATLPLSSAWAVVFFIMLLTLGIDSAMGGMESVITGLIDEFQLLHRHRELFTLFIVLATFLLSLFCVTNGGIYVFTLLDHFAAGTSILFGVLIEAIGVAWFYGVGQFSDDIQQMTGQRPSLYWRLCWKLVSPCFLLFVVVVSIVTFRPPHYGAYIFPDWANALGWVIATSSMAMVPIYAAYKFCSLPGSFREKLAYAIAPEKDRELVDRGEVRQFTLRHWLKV
sEH inhibitor = soluble epoxide hydrolase (human) inhibition; AID 707; inhibition, % at 2 µM; recombinant human sEH enzymatic activity assay; 91,000 tested, 0.34% active; P34913; in the data active means inhibition above about 80%; further: values of inactives mirror those of a sister screen read the other way; many of its hits are not listed in these tables
S1P2 antag = S1P2 (human) receptor antagonism | O95136 | cell-based S1P2 antagonist assay, inhibition at 5 uM | inhibition, % at 5 µM | 97,000 tested, 0.21% active | AID 736; in the data active means inhibition above about 45%;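 further: CRE beta-lactamase reporter cells expressing human S1P2 stimulated with S1P; 0% = agonist at EC80 alone and 100% = agonist plus reference antagonist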
sEH activator = increases human soluble epoxide hydrolase activity | 91,000 tested, 0.04% active | P34913 | purified human sEH enzymatic activity, activator screen | activation, % at 2 µM; in the data active means activation above about 37%; further: values of inactives mirror those of a sister screen read the other way
PostGolgi yeast = growth inhibition of a yeast mutant, post-Golgi transport screen; post-Golgi transport phenotypic cell assay; inhibition, % at 10 µM; 98,000 tested, 0.9% active;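 further: yeast cells grown in 1536-well plates; yeast grown about 18 h at 30C before absorbance read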
Active calls of the source: *; x = not tested or not shown. Unless noted, no stated cut-off is given here; in the data, active means inhibition above about 30%; inactive means the rest.

SMILES | PostGolgi ctrl | S1P2 agonist | CYP2C19 activ | CYP2C19 inh | hDAT+cocaine | sEH inhibitor | S1P2 antag | sEH activator | PostGolgi yeast
Cc1ccc(C)c(NC(=O)CSc2nnc(-c3ccccc3)o2)c1 | -6.9 | -8.9 | 0.4 | 55.8* | 0.163 | 14.3 | -4.4 | -15.1 | -11.2
O=C(Nc1ccc2c(c1)OCO2)C(c1ccccc1)N1CCN(C(=O)c2ccco2)CC1 (centres undefined) | -3.4 | x | 0.2 | 75.6* | -1.77 | x | x | x | -10.3
CCn1nccc1C(=O)NC1=C(C#N)CCC1 | -1.8 | -4.0 | 1 | 1.0 | 0.0256 | 10.5 | -11.1 | -11.3 | -5.4
CNC(=O)CSCc1cnn(-c2ccccc2)c1-n1cccc1 | -3.5 | -1.2 | 0.2 | 75.8* | -0.461 | 4.9 | -1.3 | -6.1 | 21.3
CC(C)CNS(=O)(=O)c1ccc(CCC(=O)NCc2cccnc2)cc1 | 10.9 | -5.7 | 1 | -0.1 | -1.33 | -15.7 | 11.1 | 17.2 | -4.6
COc1cccc(N2C(N)=NC(N)=NC2(C)C)c1 | 3.6 | -6.5 | 0.9 | 7.4 | 0.0281 | x | 2.0 | x | 6.6
CC(C)OC(=O)[C@H]1[C@H](c2ccc(Cl)cc2)[C@@](C#N)(C(N)=O)[C@@H]2C=CC(C(N)=O)=CN21 | -0.3 | -3.0 | 0.8 | 25.0 | 0.364 | 11.7 | 6.6 | -9.2 | -6.8
Cc1ccc(S(=O)(=O)N2Cc3ccccc3CC2C(=O)Nc2cc(C)on2)cc1 (centres undefined) | 4.6 | -7.3 | 0.2 | 82.8* | -0.674 | 4.3 | 2.4 | -3.8 | -7.3
CCC(CC)C(=O)NCCc1cc2ccc(C)cc2[nH]c1=O | -1.5 | -1.6 | 1 | 3.4 | -0.134 | -3.0 | 10.7 | 3.0 | 1.5
COC(=O)C1=C(C)NC(=O)NC1c1cccc(OC)c1OCc1ccccc1 (centres undefined) | 14.6 | 1.2 | 0.8 | 19.4 | x | -15.4 | -13.9 | 17.6 | 5.8
CN(C)c1nc(SCc2ccc(Cl)cc2)nc2c1CCCC2 | 36.9* | -9.3 | 0.3 | 68.8* | -0.206 | 4.1 | -15.7 | -2.4 | 11.9
CC(C)CCn1c(Br)nc2c1c(=O)n(CC(N)=O)c(=O)n2C | 2.2 | x | 0.9 | 9.0 | 0.0554 | x | x | x | 0.8
Cc1ccc(N2CC(C(N)=O)CC2=O)cc1 (centres undefined) | 15.9 | -1.3 | 1.2 | -15.4 | -0.479 | 4.3 | 7.9 | -3.6 | 3.6
Cc1ccc(SCCC(=O)NCc2ccco2)cc1 | -8.0 | -1.7 | 0.6 | 37.7 | -0.42 | 20.1 | 2.7 | -20.0 | 7.7
CNC(=O)c1cc2ccccc2o1 | -1.1 | -6.0 | x | x | -0.538 | -0.4 | 9.2 | -0.5 | 3.4
Cc1cc(NCCO)nc(N2CCOCC2)n1 | 20.5 | -5.0 | 1.2 | -17.4 | 1.45 | 12.1 | -1.1 | -8.9 | 9.3
CCC(C(=O)N1CCOCC1)n1c(C(=O)OC)cc2occc21 (centres undefined) | 0.0 | -6.6 | 0.6 | 35.4 | -0.226 | -8.1 | 2.2 | 6.7 | -0.5
CC1=C(C(N)=O)C(c2ccccc2)n2nc(-c3cccc(C)c3)nc2N1 (centres undefined) | -3.0 | -3.8 | 0.5 | 50.3* | -0.256 | 1.6 | 28.6 | -3.1 | 4.8
CC1(C)Cc2c(C#N)c(N3CCN(C(=O)c4ccccc4)CC3)nc(Cc3ccccc3)c2CO1 | 12.2 | -0.5 | 0.5 | 47.5 | 0.787 | -5.4 | -3.7 | 4.4 | -0.2
CCn1c(=O)c(C(=O)CN2CCOCC2)c(N)n(Cc2ccccc2)c1=O | 9.4 | -7.5 | 1.2 | -18.9 | -0.222 | 5.0 | 1.5 | -3.0 | -2.5
COc1cccc(-c2nnc(NC(=O)c3ccc(S(=O)(=O)N(CC(C)C)CC(C)C)cc3)o2)c1 | 13.1 | -1.5 | 1 | 2.9 | x | -16.2 | 2.5 | 14.6 | -5.8
c1ccc(Cc2nnc(Sc3ccccc3)c3ccccc23)cc1 | 25.8 | -0.7 | 0.7 | 32.3 | 0.473 | 2.6 | -5.9 | -0.9 | -2.5
Cc1ccc(-n2c(COc3c(C)cccc3C)nnc2SCC(=O)Nc2nccs2)cc1 | 1.8 | -3.9 | 0.8 | 22.6 | -0.0484 | -0.8 | -1.4 | -2.1 | 2.8
N#Cc1ccc(-c2ccccc2)nc1Sc1ccc(F)cc1 | 17.0 | -3.0 | 1.1 | -11.6 | -0.195 | -11.4 | 9.4 | 12.6 | -5.3

Some of the entries above, set out differently.
> CNC(=O)c1cc2ccccc2o1
  PostGolgi ctrl = -1.1
  S1P2 agonist = -6.0
  CYP2C19 activ = x
  CYP2C19 inh = x
  hDAT+cocaine = -0.538
  sEH inhibitor = -0.4
  S1P2 antag = 9.2
  sEH activator = -0.5
  PostGolgi yeast = 3.4

> CC1(C)Cc2c(C#N)c(N3CCN(C(=O)c4ccccc4)CC3)nc(Cc3ccccc3)c2CO1
  PostGolgi ctrl = 12.2
  S1P2 agonist = -0.5
  CYP2C19 activ = 0.5
  CYP2C19 inh = 47.5
  hDAT+cocaine = 0.787
  sEH inhibitor = -5.4
  S1P2 antag = -3.7
  sEH activator = 4.4
  PostGolgi yeast = -0.2

> Cc1ccc(SCCC(=O)NCc2ccco2)cc1
  PostGolgi ctrl = -8.0
  S1P2 agonist = -1.7
  CYP2C19 activ = 0.6
  CYP2C19 inh = 37.7
  hDAT+cocaine = -0.42
  sEH inhibitor = 20.1
  S1P2 antag = 2.7
  sEH activator = -20.0
  PostGolgi yeast = 7.7

(further entries)
SMILES | PostGolgi ctrl | S1P2 agonist | CYP2C19 activ | CYP2C19 inh | hDAT+cocaine | sEH inhibitor | S1P2 antag | sEH activator | PostGolgi yeast
COc1ccccc1OCCOc1ccccc1/C=N/n1cnnc1 | -2.1 | x | 0.3 | 74.8* | 1.17 | x | x | x | 3.7
CC(=O)CC(C)(C)S(=O)(=O)c1ccc(NC(C)=O)cc1 | x | -3.2 | x | x | 2.11 | -0.4 | 5.3 | 0.1 | x
Fc1ccc2nc(-c3ccccc3)nc(SCc3nnc(-c4ccccc4)o3)c2c1 | 19.2 | -8.4 | 1 | 3.2 | 0.42 | 23.0 | 14.1 | -21.9 | -4.2
CCCOc1ccccc1C1NC(=O)NC(C)=C1C(=O)OCCOCC (centres undefined) | 1.8 | -5.9 | 0.8 | 23.6 | -0.424 | -6.7 | 16.8 | 6.8 | 9.5
N#CCSCC(=O)Nc1ccc(F)cc1 | -1.9 | -3.4 | 1 | -0.8 | -0.28 | 2.2 | -17.2 | -1.9 | 10.1
Cn1c(-c2c(N)n(C3CCCC3)c3nc4ccccc4nc23)nc2ccccc21 | 100.2* | -15.2 | 0.9 | 6.5 | -0.0319 | -3.3 | 92.5* | 4.3 | 24.2
Cn1cccc1CNC1CCCC1 | -1.2 | -3.9 | 1 | -0.5 | -1.02 | -24.2 | 6.6 | 26.5 | 5.7
Cc1cccc(C)c1NC(=O)C1(NC(=O)c2cnccn2)CCCCC1 | x | x | 1.1 | -7.3 | -1.52 | -1.8 | x | 6.2 | 8.6
COc1ccc2c(c1)cc1n2CCN=C1NCCO | 9.9 | -1.6 | 1.1 | -7.4 | 0.042 | -2.1 | -10.7 | 2.8 | 4.5
OCCSc1c(F)c(SCCO)c(SCCO)c(F)c1SCCO | -0.6 | -3.9 | 0.6 | 40.5 | -0.465 | -0.7 | -8.0 | 0.8 | 2.3
Cc1[nH]c(C(=O)O)c(C)c1C(=O)OC(C)C | 6.2 | 0.4 | 1.1 | -14.3 | -1.68 | 2.9 | 6.4 | 0.1 | 0.8
CN1CCc2c(sc3c2c(=O)n(-c2cccc(Cl)c2)c2nncn32)C1 | x | -1.8 | x | x | -0.0311 | -7.2 | 1.1 | 8.7 | x
Nc1nnn(Cc2ccccc2)n1 | 2.5 | 1.5 | x | x | 1.76 | -1.4 | 10.6 | 0.8 | 3.1
CC(C)OC(=O)c1sc2nc3c(cc2c1N)C(=O)CCC3 | -0.6 | x | 0.9 | 7.1 | -0.322 | x | x | x | -5.1
COCc1[nH]nc2c1C(c1cccc(OC)c1)C(C#N)=C(N)O2 (centres undefined) | -2.6 | x | 0.9 | 8.4 | -0.23 | x | x | x | -3.5
COc1ccc(CN2CCN(c3cccc(C)c3C)CC2)cc1OC | -0.3 | -2.1 | 1 | 2.7 | -0.456 | 3.4 | -15.9 | -2.7 | -1.3
C=CCn1c(CCC(=O)O)ccc1-c1ccc(OC)cc1 | -1.4 | -4.2 | 0.9 | 7.6 | 0.0614 | -34.0 | 2.2 | 33.3 | -6.6
O=C(NC1CC1)C1CCN(c2ccc(S(=O)(=O)N3CCOCC3)cc2Cl)CC1 | 11.6 | -6.8 | 0.5 | 49.8 | -0.0396 | -2.8 | -7.7 | 0.9 | -6.3
CCCCCN(C(=O)NC(=O)Nc1ccccc1OC)S(C)(=O)=O | 5.8 | 3.6 | 0.6 | 39.3 | -0.951 | 1.8 | -17.2 | -2.1 | -0.2
O=C(Nc1cc(C(=O)N2CCCC2)ccc1N1CCCC1)C1CC1 | x | -5.5 | x | x | 0.00376 | -15.4 | 6.2 | 14.5 | x
CC(C)(C)c1ccc(Oc2cccc(C3CC(=O)C(C4NCCc5ccccc54)C(=O)C3n3cncn3)c2)cc1 (centres undefined) | 15.9 | -4.5 | 1.1 | -8.4 | 0.659 | -0.6 | 13.5 | 1.8 | 2.2
O=C(CSCCNS(=O)(=O)c1ccccc1)Nc1ccccc1 | 21.7 | 1.0 | 0.1 | 92.4* | -0.27 | 7.8 | -17.9 | -7.8 | 2.0
CC(=O)Nc1sc2c(c1C(c1ccc(Cl)cc1)N1CCOCC1)CCCC2 (centres undefined) | 31.2* | -4.6 | 0.7 | 26.8 | 0.609 | 30.5 | -2.6 | -28.8 | 28.9
COC(=O)CSc1nc2cc(OC)ccc2cc1C#N | 7.4 | -7.2 | 0.8 | 16.6 | 0.245 | -3.9 | -3.5 | 2.7 | -0.2
c1ccc(C2Nc3ccccc3Oc3ccccc32)cc1 (centres undefined) | x | -2.7 | x | x | -0.135 | 8.0 | -31.5 | -8.3 | x
CSc1nc(NC(C)C)nc(N2CCOCC2)n1 | 12.3 | 0.3 | 0.8 | 19.2 | -0.0856 | 6.8 | -39.2 | -2.0 | -1.2
Nc1cc(N)nc(SCC(=O)NCC2CCCO2)n1 (centres undefined) | -4.4 | -2.5 | 1.1 | -13.9 | -0.411 | -3.3 | 5.2 | 3.0 | 0.8
CCN(CC)C(=O)C(=O)Nc1cc(C(F)(F)F)ccc1Cl | -5.8 | -1.5 | 0.9 | 13.0 | -0.251 | 2.5 | 8.0 | -4.2 | 4.8
CCc1c(C)nc2ncnn2c1N1CCCC(C(=O)Nc2ccc(NC(C)=O)cc2)C1 (centres undefined) | 12.3 | -2.0 | 1.1 | -14.4 | x | 11.3 | 7.4 | -9.7 | 0.5
CCN(CC)C(=O)CSC1=Nc2ccccc2C2=NC(c3ccccc3)C(=O)N12 (centres undefined) | 25.5 | -4.6 | 0.7 | 26.3 | 0.681 | -9.4 | -11.9 | 4.8 | 0.0
Cc1ccc2c(C(=O)CN3CCSCC3)c(C)[nH]c2c1 | 7.7 | -3.3 | 0.8 | 18.4 | 0.073 | 13.0 | -8.4 | -9.3 | 17.5
CCOC(=O)c1ccccc1NC(=O)c1ccc2c(=O)n3c(nc2c1)CCCCC3 | x | -2.8 | x | x | 0.116 | 3.6 | -28.9 | -3.9 | x
Cn1c(SCC(=O)Nc2ccc3c(c2)OCCO3)nnc1-c1ccccn1 | 17.4 | -2.7 | 1 | -4.9 | 0.0837 | 0.8 | 15.2 | -1.3 | 1.4
COc1ccc(NC(=O)C2CCC(N3C(=O)C4C5C=CC(C5)C4C3=O)CC2)cc1 (centres undefined) | 16.8 | -1.1 | 1 | 0.6 | 0.875 | 3.3 | -9.0 | -5.0 | -1.1
